Screening results (PubChem)
V-ATPase pHluor: regulators of yeast V-ATPase proton pumping, primary screen, pHLuorin cytosolic pH fluorescence; response, % at 10 µM; 350,000 compounds, 0.37% hits; S. cerevisiae; AID 504577, 2011; in the data active = response mostly above about 7.3%, no sharp cut-off; inactive = mostly below about 5.4%; note: actives read high; inactives centre near 0; some compounds called inactive have numbers as strong as hits; reference of the scale not given here
Arrestin-AP2 inh: inhibitors of beta-arrestin/AP2 binding, primary screen, biochemical, GPCR trafficking, flow cytometry. FITC-arrestin peptide / GST-AP2 beads; AP2 beta2 appendage carries R879A mutation. 340,000 compounds, 0.31% hits. beta-arrestin 1 C-terminal peptide binding to AP2 beta2-adaptin appendage (human). AID 504490, 2011. inhibition, % at 10 µM;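 active = inhibition above a set limit, near 3 SD of compounds lacking own fluorescence, cut at about 54% in these data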;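 note: plate controls were DMSO wells for no effect and 5 µM unlabelled arrestin peptide for full effect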
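System: GST-AP2 R879A bound to glutathione beads, E. coli-expressed. Also added: 50 nM FITC-arrestin peptide. Schedule: compound with beads 12 min RT, then probe 1 h RT. Signal: bead flow cytometry, FITC channel. Read-out basis: percent response.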
HTR5A ag ctr: HTR5A agonists in luminescence cell assay, primary screen, counter-screen for OPRM1-OPRD1 heterodimer agonist project, full-deck HTS. 5-hydroxytryptamine receptor 5A (Homo sapiens), P47898. cell-based. activation, % at 9.3 µM. 340,000 compounds, 0.61% hits; in the data active = activation mostly above about 9.5%, no sharp cut-off; inactive = mostly below about 7.6%;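 note: 0% = cells with vehicle only and 100% = reference agonist; strong numbers were not always called active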
HTR5A inv ag: HTR5A inverse agonists in luminescence cell assay, primary screen, counter-screen for OPRM1-OPRD1 heterodimer inverse agonist project, full-deck HTS; 340,000 compounds, 0.083% hits; inhibition, % at 9.3 µM; HTR5A cell line, inverse agonism; in the data active = inhibition mostly above about 23%, no sharp cut-off; inactive = mostly below about 18%;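 note: 0% = cells with DMSO and 100% = no-cell wells with DMSO; some compounds called inactive have numbers as strong as hits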
DSG3 Ab inh: inhibitors of pemphigus antibody binding to DSG3, primary screen, biochemical, bead-based, flow cytometry, scFv-GFP; Desmoglein-3 (Homo sapiens), P32926; DSG3-coupled beads, scFv-anti-DSG3-GFP binding; stronger effect = lower value; binding (percent of control), % at 10 µM; 310,000 compounds, 0.48% hits; AID 588358, 2011;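 active = binding more than 3 SD below its plate's average and above zero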; note: some compounds called inactive have numbers as strong as hits
OPRM1-OPRD1 inv: inverse agonists of MOR-DOR heterodimerization, primary screen, cell-based, luminescence; inhibition, % at 9.3 µM; Mu-type opioid receptor (Homo sapiens) + Delta-type opioid receptor (Homo sapiens), …; 340,000 compounds, 0.21% hits; cell-based MOR-DOR heterodimer luminescence, inverse agonism; in the data active = inhibition above about 22%, passing the limit was not always enough;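 note: 0% = cells with DMSO and 100% = wells without cells with DMSO; values of inactives mirror those of a sister screen read the other way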
Target sequence (P35372 whole entry, looked up): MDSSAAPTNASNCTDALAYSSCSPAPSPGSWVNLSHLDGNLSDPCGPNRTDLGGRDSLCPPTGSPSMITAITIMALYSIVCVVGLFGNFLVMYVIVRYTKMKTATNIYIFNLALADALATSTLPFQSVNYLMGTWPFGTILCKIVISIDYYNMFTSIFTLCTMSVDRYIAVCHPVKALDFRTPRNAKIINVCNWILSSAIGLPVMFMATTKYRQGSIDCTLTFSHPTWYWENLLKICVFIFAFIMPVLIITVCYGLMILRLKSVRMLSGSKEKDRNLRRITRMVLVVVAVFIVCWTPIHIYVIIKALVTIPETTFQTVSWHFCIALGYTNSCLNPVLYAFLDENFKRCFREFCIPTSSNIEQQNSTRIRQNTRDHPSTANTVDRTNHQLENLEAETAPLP
Target sequence (P41143 whole entry, looked up): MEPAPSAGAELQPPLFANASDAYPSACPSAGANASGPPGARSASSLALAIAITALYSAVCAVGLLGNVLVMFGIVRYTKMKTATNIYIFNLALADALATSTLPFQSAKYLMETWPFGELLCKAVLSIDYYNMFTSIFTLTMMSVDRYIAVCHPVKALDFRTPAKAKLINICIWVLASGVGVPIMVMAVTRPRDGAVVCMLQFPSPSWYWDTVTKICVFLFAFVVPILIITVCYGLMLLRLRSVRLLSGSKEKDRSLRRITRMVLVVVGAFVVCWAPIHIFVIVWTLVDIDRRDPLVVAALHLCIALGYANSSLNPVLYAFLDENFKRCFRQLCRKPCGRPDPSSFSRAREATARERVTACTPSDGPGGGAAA
PKA-R2B act: activators of PKA-R2B holoenzyme, primary screen, biochemical, fluorescence polarization, Cy5-IP20, human; 340,000 compounds, 0.079% hits; AID 504700, 2011; PKA-R2B holoenzyme dissociation; R2B truncated from residue 108, S112A mutant; 0% DMSO only, 100% 113 µM cGMP; activation, % at 11.4 µM;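 active = activation above a cutoff set at the mean over all compounds plus 3 SD, cut at about 18% in these data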;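 note: higher means more holoenzyme dissociation and a rise in polarization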
MOR-DOR ag: agonists of OPRM1-OPRD1 heterodimerization, primary screen, cell-based, luminescence | Mu-type opioid receptor (Homo sapiens) + Delta-type opioid receptor (Homo sapiens), … | cells | activation, % at 9.3 µM | 340,000 compounds, 0.3% hits; in the data active = activation above about 18%;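 note: 0% = vehicle-treated cells and 100% = reference agonist; values of inactives mirror those of a sister screen read the other way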
PKA-R1A activ: activators of PKA-R1A holoenzyme, primary screen, biochemical, fluorescence polarization, Cy5-IP20, bovine R1A, mouse PKAc. PKA-R1A dissociation; scaled: DMSO 0%, 113 µM cGMP 100%. activation, % at 11.4 µM. 340,000 compounds, 0.083% hits;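 active = percent activation above the mean of all tested compounds plus 3 SD, cut at about 19% in these data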;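 note: higher means more PKAc released from R1A so a rise in polarization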
DAGLB inhibitor: DAGLB lipase inhibitors, primary screen, biochemical, fluorescence, HTS; 340,000 compounds, 0.059% hits; HEK293T DAGLB membrane lysate, EnzChek fluorogenic substrate; inhibition, % at 5.17 µM; AID 504411, 2011; in the data active = inhibition above about 34%;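 note: 0% = enzyme with vehicle and 100% = wells lacking enzyme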
The depositor's hits bear a star; x = not tested or not shown. Hits appear at their usual frequency. About 2.4% of those tested had a hit in this group.

SMILES	V-ATPase pHluor	Arrestin-AP2 inh	HTR5A ag ctr	HTR5A inv ag	DSG3 Ab inh	OPRM1-OPRD1 inv	PKA-R2B act	MOR-DOR ag	PKA-R1A activ	DAGLB inhibitor
Cc1ccc(C(O)(c2ccccc2)c2ccccc2C(C)N(C)C)c(C)c1 (configuration not stated)	1	32	-5	13	102	-35	7	5.9	4	1
COc1ccc(CN2CCCC(CNC(=O)c3ccc(F)cc3)C2)c(C)c1C (configuration not stated)	-2	-3	5	6	85	11	-5	-2.2	8	2
CCN1C(=O)CSc2ccc(C(=O)OC)cc21	-3	9	-4	12	109	8	-9	-1.6	5	0
COc1ccc(C(C)C)cc1S(=O)(=O)N1CCC(C(=O)NCC2CCCO2)CC1 (configuration not stated)	0	1	1	-6	107	11	8	-2.0	0	0
Cc1cnc(C(=O)OC(C)C(=O)Nc2ccc3c(c2)OCCO3)cn1 (configuration not stated)	-2	-4	2	7	99	14	-6	-2.1	-9	1
COc1cc(CNS(=O)(=O)c2ccc3c(c2)CC(C)N3C(C)=O)cc(OC)c1OC (configuration not stated)	2	30	-1	-28	95	-6	-8	1.1	7	3
COc1ccc(CCNC(=O)C2CC(c3ccc([N+](=O)[O-])cc3)=NO2)cc1 (configuration not stated)	2	-1	7	-20	95	-2	-9	0.4	-4	2
Cc1ccc(F)c(NC(=O)/C(C#N)=C(\O)c2ccc(C(C)(C)C)cc2)c1	16*	3	8	0	82	20	0	-4.0	-1	20
O=C(CCNC(=O)c1ccccc1)Nc1nc2ccccc2s1	5	7	-2	7	102	17	-10	-3.3	-1	1
COc1ccc(C(=O)Nc2ccc(N3CCCC3)cc2)cc1	6	29	-2	6	147	5	5	-1.1	-6	9
Cc1ccc(S(=O)(=O)N(C)CC(=O)NNC(=O)CCS(=O)(=O)c2ccccc2)cc1	1	13	0	14	108	1	-1	-0.3	-8	2
Cc1ccc(SCC(=O)OCC(=O)NC(C)c2ccc(F)cc2)cc1 (configuration not stated)	-4	11	1	6	101	4	7	-1.1	8	0
CC1=CC2=NC(=O)/C(=C\c3cn(C)c4ccccc34)C(=N)N2O1	0	1	-3	7	87	0	13	-0.1	6	-10
CNC(=O)C[C@@H]1C(=O)N(Cc2ccccc2)CC1(C)C	-1	x	x	x	102	x	-4	x	1	1
O=[N+]([O-])c1ccc(N/N=C/c2ccc[nH]2)cc1	0	16	-3	-4	127	28	1	-5.1	-3	20
CCN(Cc1ccccc1)C(=O)CCS(=O)(=O)c1ccc2c(c1)NC(=O)CO2	-2	4	-2	8	89	10	-4	-2.0	-2	1
CCOc1ccc(CCNC(=O)c2nnn(CC(=O)Nc3ccccc3C)c2N)cc1OCC	1	-7	-1	3	x	8	-3	-1.5	-15	1
COc1cc(OC)c(NC(=O)CCNC(=O)Cn2cnc3ccccc3c2=O)cc1Cl	-2	4	9	-18	102	-23	0	3.8	-5	-1
O=S(=O)(Nc1ccccc1Br)c1cccs1	3	-6	8	-23	104	7	-2	-1.3	-3	1
O=C(NCc1ccc2c(c1)OCO2)c1cccc([N+](=O)[O-])c1	3	26	-2	5	104	16	-5	-3.2	-6	-1
COc1ccc(NS(=O)(=O)c2cc(NC(=O)C3CCCCC3)ccc2N2CCOCC2)cc1	-2	-4	-8	23	100	9	-9	-1.6	-10	2
CC(C)N(C(=O)CSc1nnc(Cc2ccc3c(c2)OCO3)n1C)C(C)C	-2	19	-1	-6	102	14	5	-2.6	4	-1
O=C(O)c1ccn(COc2ccc(Br)cc2)n1	-3	-5	-1	2	104	10	4	-2.0	-2	1
OC1CCN(Cc2cn(Cc3ccccc3)nc2-c2cc3ccccc3o2)CC1	1	-7	-1	3	99	-29	9	5.5	13	0
CCOc1ccc(CCNC(=O)C2CC(=O)N(C3CCCC3)C2)cc1OCC (configuration not stated)	2	-3	1	-9	97	11	-5	-2.0	4	2

Records listed above that bear a hit mark in V-ATPase pHluor.
canonical_smiles | V-ATPase pHluor | Arrestin-AP2 inh | DSG3 Ab inh | OPRM1-OPRD1 inv | PKA-R2B act | MOR-DOR ag | PKA-R1A activ | DAGLB inhibitor
Cc1ccc(F)c(NC(=O)/C(C#N)=C(\O)c2ccc(C(C)(C)C)cc2)c1 | 16* | 3 | 82 | 20 | 0 | -4.0 | -1 | 20

Additional compounds follow:
SMILES	V-ATPase pHluor	Arrestin-AP2 inh	HTR5A ag ctr	HTR5A inv ag	DSG3 Ab inh	OPRM1-OPRD1 inv	PKA-R2B act	MOR-DOR ag	PKA-R1A activ	DAGLB inhibitor
Nc1ncnc2c1ncn2C1CCCO1 (configuration not stated)	1	2	3	-9	97	13	8	-2.4	-4	1
CC(Sc1ncnc2c1cnn2-c1ccccc1)C(=O)Nc1ccc(N2CCOCC2)cc1 (configuration not stated)	2	53	6	-15	x	8	6	-1.9	-12	-2
Cc1cc(C)n(-c2ccc(NC(=O)C3CCCCN3C(=O)c3cccs3)cc2)n1 (configuration not stated)	-1	-11	2	0	121	8	-5	-1.5	-1	0
CCOC(=O)c1c(C)[nH]c(C)c1C(=O)CSc1nc2ccccc2n1CCC#N	-2	24	-1	5	98	17	-1	-3.2	4	-3
O=C(NCc1ccccc1)NCc1cccs1	1	12	1	-4	98	14	7	-2.5	-9	1
CC(C(=O)Nc1ccc(C(N)=O)cc1)N1C(=O)c2ccccc2S1(=O)=O (configuration not stated)	-5	2	0	0	105	-6	-12	0.9	-1	-1
O=C(Nc1ccc(Br)cc1)c1cc(-c2ccc3c(c2)OCO3)on1	9	11	-1	2	104	15	-3	-2.8	-2	-3
N#CCCN1CCN(C2=NC(=O)/C(=C\c3cccs3)S2)CC1	0	3	-4	20	103	11	-6	-2.2	-6	0
CCN(CC)S(=O)(=O)c1ccc(Cl)c(C(=O)Nc2nncs2)c1	0	-5	2	-4	102	6	-6	-1.3	4	1
Cc1onc(-c2ccccc2)c1C(=O)N1CCN(c2ncccn2)CC1	-1	9	5	-8	96	8	-9	-1.7	-4	-3
O=C1CN(C(=O)COC(=O)/C=C/c2ccc(S(=O)(=O)N3CCOCC3)cc2)c2ccccc2N1	-3	-5	4	-9	97	19	-2	-3.6	-8	1
Cc1ccc(NC(=O)c2nc[nH]c2C(=O)NC2CCN(C(=O)OC(C)(C)C)CC2)cc1	1	7	2	11	100	5	-1	-0.9	0	-2
CCC(NC(=O)CC[C@H]1O[C@@H](n2cc(C)c(=O)[nH]c2=O)C[C@@H]1O)c1ccccc1 (some centres not stated)	0	-3	-3	11	98	14	-9	-2.8	-4	2
O=C(CNCC1CCCO1)Nc1ccc([N+](=O)[O-])cc1C(=O)Nc1ccccc1F (configuration not stated)	-2	2	9	-24	94	14	2	-2.6	13	0
Cc1ccc(N2CCN(S(=O)(=O)c3ccc(C)cc3)CC2)cc1	2	2	2	-2	84	10	12	-1.9	4	-2
O=C(NCc1ccccc1CN1CCOCC1)c1ccc(-n2cccn2)cc1	7	12	-2	20	x	3	-16	-0.9	-8	-9
Nn1c(SCC(=O)NC(=O)NC2CCCC2)nnc1-c1ccccc1F	-2	-4	0	2	98	16	-9	-2.9	-10	-2
CCN(C(=O)c1ccc(S(=O)(=O)N2CCC(C)CC2)cc1)C1CCS(=O)(=O)C1 (configuration not stated)	1	-2	4	2	97	-8	-5	1.5	2	3
O=C(O)c1cccc(-n2cccc2/C=C2\NC(=O)N(Cc3ccc(F)cc3)C2=O)c1	0	30	3	-9	101	10	7	-1.8	-2	8
CC(=O)NC1=C(N(C)C2CCS(=O)(=O)C2)C(=O)c2ccccc2C1=O (configuration not stated)	4	6	4	1	112	-25	4	4.8	6	0
Cc1ccc(CSc2nncn2-c2ccccn2)cc1	-6	2	0	27	x	6	-9	-1.2	-3	3
CN(CCc1ccccc1)C(=O)c1ccc(NC(=O)Cc2ccc(NC(=O)C3CCN(S(=O)(=O)c4cccc([N+](=O)[O-])c4)CC3)cc2)cc1	1	-3	4	-16	103	-1	3	0.3	-10	1
O=C(NCC(c1cccs1)N1CCOCC1)c1ccc(Cl)s1 (configuration not stated)	1	-7	-2	11	103	-2	2	0.4	-5	0
CC(=O)n1cc(N(C(=O)CCl)c2ccc(C)cc2)c2ccccc21	-1	-6	55*	4	104	-339	-5	66*	-16	18
CCN1C(=O)N(CN2CCOCC2)C2C1N(CN1CCOCC1)C(=O)N2CC (configuration not stated)	-6	20	2	-2	x	14	-7	-3.1	-7	0

A few values from the results shown.
Cc1ccc(CSc2nncn2-c2ccccn2)cc1 in DAGLB inhibitor = 3
COc1cc(CNS(=O)(=O)c2ccc3c(c2)CC(C)N3C(C)=O)cc(OC)c1OC (configuration not stated) in PKA-R2B act = -8

The results go on:
SMILES	V-ATPase pHluor	Arrestin-AP2 inh	HTR5A ag ctr	HTR5A inv ag	DSG3 Ab inh	OPRM1-OPRD1 inv	PKA-R2B act	MOR-DOR ag	PKA-R1A activ	DAGLB inhibitor
COc1ccccc1/C=C/CN1CCC(Oc2cc(C(=O)NC3CC3)ccc2OC)CC1	0	-6	-5	1	x	14	4	-2.8	-9	2
CN(C)c1nc(N(C)C)nc(N(C#N)CCOc2ccccc2)n1	1	0	-4	10	99	-6	3	1.1	7	-18
O=C(O)c1ccc(/C=N/NC(=S)NC2CCCCC2)cc1	3	4	0	0	105	5	5	-1.0	-5	2
CCOC(=O)CCCNC(=O)COC(=O)c1cc2ccccc2cc1O	10	6	1	-51	101	-14	-3	2.8	4	-6
CCn1cc(/C=C(\NC(=O)c2cc(OC)c(OC)c(OC)c2)C(=O)NCCCN2CCOCC2)c2ccccc21	1	-3	0	4	98	10	-7	-1.9	3	-1
C[C@H]1COC(=O)[C@H](CC(=O)OC(C)(C)C)C/C=C\C[C@@H](CC(=O)NCCO)C(=O)N1	1	-5	7	-48	99	5	-3	-1.0	7	-4
COc1ccc(/C=N/N=C2/NC(=O)CC(C(=O)O)S2)cc1 (configuration not stated)	1	-4	-1	2	110	13	4	-2.5	-5	0
CC(=O)Nc1ccc(NC(=O)CSc2nnc(CNc3ccc(F)cc3)n2CC2CCCO2)cc1 (configuration not stated)	-2	-19	-1	4	98	0	1	0.0	-13	0
CCN1CCSc2ccc(C(=O)Nc3ccc(NC(C)=O)cc3)cc21	2	24	2	5	82	8	-7	-1.2	-7	0
CCn1c2ccccc2c2cc(NC(=O)c3cc(C)on3)ccc21	-1	-20	-2	5	116	10	1	-2.0	-13	-3
CC(=O)Nc1nnc(SCC(=O)NC(C)(C)C)s1	-2	5	4	-10	97	-10	1	1.7	4	1
